Screening data from PubChem.
CCHF vOTU inh – blocks the CCHF virus ovarian tumor domain protease; CCHFV vOTU protease, Pep-AMC fluorescence; inhibition, % at 11.5 µM; 370,000 compounds, 0.55% hits; in the data active = inhibition above about 30%; also: 0% = vehicle wells with enzyme and 100% = no enzyme wells
Anthrax LF inh2 – anthrax lethal factor protease inhibition. P15917. multiplex microsphere protease cleavage assay, LF. inhibition, % at 10 µM. 360,000 compounds, 0.12% hits. AID 588501; also: plate controls were buffer without enzyme for full effect and enzyme alone for no effect
Target sequence (P15917 whole entry, looked up): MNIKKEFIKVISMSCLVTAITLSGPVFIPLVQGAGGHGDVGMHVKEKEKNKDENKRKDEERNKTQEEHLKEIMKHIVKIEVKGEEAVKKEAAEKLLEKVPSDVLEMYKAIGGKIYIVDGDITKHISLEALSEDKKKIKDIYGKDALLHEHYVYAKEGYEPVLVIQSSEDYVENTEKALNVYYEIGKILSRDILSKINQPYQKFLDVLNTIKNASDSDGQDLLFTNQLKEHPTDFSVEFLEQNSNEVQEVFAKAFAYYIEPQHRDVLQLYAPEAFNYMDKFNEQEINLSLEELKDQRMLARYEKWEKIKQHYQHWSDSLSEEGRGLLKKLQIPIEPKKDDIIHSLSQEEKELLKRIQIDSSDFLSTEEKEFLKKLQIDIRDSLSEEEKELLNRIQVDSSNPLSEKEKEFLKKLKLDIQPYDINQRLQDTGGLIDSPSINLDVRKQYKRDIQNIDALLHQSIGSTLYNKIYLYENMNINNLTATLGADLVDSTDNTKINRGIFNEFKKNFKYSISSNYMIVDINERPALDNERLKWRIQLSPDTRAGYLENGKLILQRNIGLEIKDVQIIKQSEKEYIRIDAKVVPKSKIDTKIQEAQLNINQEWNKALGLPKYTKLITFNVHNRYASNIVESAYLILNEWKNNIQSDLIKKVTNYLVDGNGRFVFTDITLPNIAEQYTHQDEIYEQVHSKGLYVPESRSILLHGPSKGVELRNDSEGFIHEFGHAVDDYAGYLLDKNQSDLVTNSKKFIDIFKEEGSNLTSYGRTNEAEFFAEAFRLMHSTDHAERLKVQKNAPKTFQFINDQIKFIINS
BoNT-F LC inh – blocks Botulinum neurotoxin F light chain protease; Multiplex microsphere protease cleavage assay, flow cytometry; inhibition, % at 10 µM; 360,000 compounds, 0.22% hits; AID 588497; in the data active = inhibition above about 35%, passing the limit was not always enough; inconclusive = no clear call, values can overlap the other calls; also: plate controls were buffer without enzyme for full effect and enzyme alone for no effect
VHR inh abs – blocks human VHR1 dual specificity phosphatase | P51452 | recombinant VHR phosphatase, pNPP absorbance | inhibition, % at 13.3 µM | 290,000 compounds, 0.52% hits; in the data active = inhibition above about 50%; also: some compounds called inactive have numbers as strong as hits
Target sequence (P51452 whole entry, looked up): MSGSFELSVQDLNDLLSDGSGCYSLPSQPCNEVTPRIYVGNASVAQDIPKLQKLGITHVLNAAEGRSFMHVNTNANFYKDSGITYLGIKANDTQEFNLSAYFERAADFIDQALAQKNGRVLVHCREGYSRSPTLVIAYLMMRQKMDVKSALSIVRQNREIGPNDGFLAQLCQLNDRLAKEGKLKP
MazF activator – increases E. coli MazEF RNase cleavage of RNA; P0AE70; FAM/BHQ RNA-DNA oligo cleavage fluorescence, 5 h; activation, % at 20 µM; 350,000 compounds, 0.32% hits; AID 504720; in the data active = activation above about 50%
Target sequence (P0AE70 whole entry, looked up): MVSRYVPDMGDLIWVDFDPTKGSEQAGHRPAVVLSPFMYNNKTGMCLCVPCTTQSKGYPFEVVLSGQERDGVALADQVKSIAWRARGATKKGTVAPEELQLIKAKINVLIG
3CLpro inhibitor – SARS-CoV 3CLpro protease inhibition; P0C6X7; recombinant SARS-CoV 3CLpro, quenched FRET peptide cleavage; inhibition, % at 6 µM; 290,000 compounds, 0.14% hits; AID 1706; in the data active = inhibition above about 12%
PrPC TRFRET – inhibitors of human cell surface prion protein PrPC; P04156; TR-FRET read-out; inhibition, % at 13.8 µM; 370,000 compounds, 0.43% hits; in the data active = inhibition above about 24%; also: 0% = median of the test wells and 100% = reference compound wells
Rv3671c inh – Rv3671c (M. tuberculosis) protease inhibition | 320,000 compounds, 0.048% hits | inhibition, % at 5.96 µM | AID 2606; in the data active = inhibition above about 38%;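 also: extracellular domain of Rv3671c used as enzyme; 0% = enzyme with DMSO and 100% = no enzyme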
SSB-PriA inh – blocks PriA binding to SSB C-terminal tail | 430,000 compounds, 0.6% hits | AlphaScreen SSBct-PriA binding, biotinylated peptide | AID 1272365 | inhibition, % at 33 µM; in the data active = inhibition mostly above about 37%, no sharp cut-off; inactive = mostly below about 20%;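 also: plate controls were negative control peptide for no effect and reference peptide for full effect; strong numbers were not always called active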
BoNT A protease – blocks Botulinum neurotoxin A light chain protease. multiplex microsphere protease substrate cleavage, flow cytometry. inhibition, % at 10 µM. 360,000 compounds, 0.17% hits; also: plate controls were buffer without enzyme for full effect and enzyme alone for no effect
* marks the source's active call; other numbers are inactive results. Rule as the data show it, unless noted: active = inhibition above about 30%; inconclusive = no clear call, values can overlap the other calls; inactive = below that.

For C#CCOCCOCCOCCNc1nc(N2CCN(C(=O)[C@H]([C@@H](C)CC)n3cc([C@@H](N)CC(C)C)nn3)CC2)nc(N2CCN(C(=O)[C@H](CCCCN)n3cc([C@@H](N)CO)nn3)CC2)n1 the results were Anthrax LF inh2 -7, BoNT-F LC inh -24, VHR inh abs 32, MazF activator 26, 3CLpro inhibitor 4, Rv3671c inh -1, SSB-PriA inh 3 and BoNT A protease -0.1.
For CCOc1c(Cl)cc(CNC(C)C(O)c2ccccc2)cc1OC (centres undefined) the results were CCHF vOTU inh 14, Anthrax LF inh2 -8, BoNT-F LC inh -4, VHR inh abs 19, MazF activator 5, 3CLpro inhibitor 1, PrPC TRFRET 1, Rv3671c inh 9, SSB-PriA inh -2 and BoNT A protease 1.2.
For Cc1cc(/C=N/NC(=O)C(=O)NCc2ccccn2)c(C)n1-c1cccc(Br)c1 the results were CCHF vOTU inh 5, Anthrax LF inh2 -2, BoNT-F LC inh 0, VHR inh abs 45, MazF activator 2, 3CLpro inhibitor -2, PrPC TRFRET 6, Rv3671c inh 7 and BoNT A protease 0.1.
Screening Cc1cnc(-c2nnc(N(C)C(=O)c3cccnc3)s2)cn1 returned CCHF vOTU inh 8, Anthrax LF inh2 -1, BoNT-F LC inh 1, VHR inh abs 15, MazF activator 0, 3CLpro inhibitor -3, PrPC TRFRET -5, Rv3671c inh -3, SSB-PriA inh 3 and BoNT A protease -1.1.
`Cc1ccccc1N=Cc1cc2c(cc1[N+](=O)[O-])OCO2` gave CCHF vOTU inh 1, Anthrax LF inh2 -3, BoNT-F LC inh -10, VHR inh abs -7, MazF activator 1, 3CLpro inhibitor -4, PrPC TRFRET -11, Rv3671c inh -6, SSB-PriA inh 16 and BoNT A protease 0.5.
COc1ccc(NC(=O)CSc2nc3c(c(=O)n2-c2ccc(F)cc2)SCC3)cc1 was read as CCHF vOTU inh -5, Anthrax LF inh2 -9, BoNT-F LC inh -8, VHR inh abs 19, MazF activator 6, 3CLpro inhibitor -7, PrPC TRFRET -7, Rv3671c inh -2, SSB-PriA inh -18 and BoNT A protease -0.3.
`Cc1c(Cl)c([N+](=O)[O-])nn1CCCC(=O)Nc1cccc(Cl)c1` gave CCHF vOTU inh -8, Anthrax LF inh2 -4, BoNT-F LC inh 0, VHR inh abs -15, MazF activator 7, 3CLpro inhibitor 3, PrPC TRFRET -8, Rv3671c inh -4, SSB-PriA inh -8 and BoNT A protease -0.4.
Screening COc1cc(Cl)c(CNC[C@H]2O[C@@H](n3ccc(=O)[nH]c3=O)[C@H](O)[C@@H]2O)c(Cl)c1O returned CCHF vOTU inh 1, Anthrax LF inh2 -4, BoNT-F LC inh -1, MazF activator -21, PrPC TRFRET 4, SSB-PriA inh -5 and BoNT A protease -0.5.
CC(C)(C)c1ccc(C(=O)N2CCN(c3nc4ccccc4o3)CC2)cc1 was read as CCHF vOTU inh 7, Anthrax LF inh2 2, BoNT-F LC inh 0, VHR inh abs -4, MazF activator 12, 3CLpro inhibitor 1, PrPC TRFRET 7, Rv3671c inh -4, SSB-PriA inh 5 and BoNT A protease -0.6.
`O=C(CCSCc1ccccc1Cl)NCc1cccs1` gave CCHF vOTU inh -11, Anthrax LF inh2 2, BoNT-F LC inh -10, VHR inh abs 16, MazF activator 3, 3CLpro inhibitor 1, PrPC TRFRET 7, Rv3671c inh 7, SSB-PriA inh -6 and BoNT A protease -1.5.
`C=CCn1c(=O)c2ccccc2n2c(SCC(=O)Nc3sc(C(=O)N(CC)CC)c(C)c3C(=O)OCC)nnc12` gave CCHF vOTU inh 21, Anthrax LF inh2 -2, BoNT-F LC inh 1, VHR inh abs 7, MazF activator -7, 3CLpro inhibitor 6, PrPC TRFRET -6, Rv3671c inh 1, SSB-PriA inh 10 and BoNT A protease -0.1.
`COc1ccccc1N1CCN(S(=O)(=O)c2ccc3c(c2)NC(=O)C(C)C(=O)N3)CC1` (centres undefined) gave CCHF vOTU inh 12, Anthrax LF inh2 -8, BoNT-F LC inh -10, VHR inh abs -10, MazF activator 9, 3CLpro inhibitor 3, PrPC TRFRET -6, Rv3671c inh 1, SSB-PriA inh -1 and BoNT A protease -1.1.
COc1ccc(NC(=O)Cn2c(=O)n(Cc3ccco3)c(=O)c3ccccc32)cc1 was read as CCHF vOTU inh -2, Anthrax LF inh2 -7, BoNT-F LC inh -10, VHR inh abs 30, MazF activator -3, 3CLpro inhibitor 1, PrPC TRFRET 0, Rv3671c inh -1, SSB-PriA inh 0 and BoNT A protease -0.7.
COc1cc(NC(=O)Cn2nc(C(F)(F)F)c3c2CCCC3)cc(OC)c1OC was read as CCHF vOTU inh -1, Anthrax LF inh2 -3, BoNT-F LC inh -2, VHR inh abs 23, MazF activator -3, 3CLpro inhibitor -2, PrPC TRFRET 15, Rv3671c inh 9, SSB-PriA inh -11 and BoNT A protease -0.1.
Cc1ccc(C2=NC3(CCCC3)N=C2SCC(=O)Nc2ccc3c(c2)OCCO3)cc1 was read as CCHF vOTU inh 4, Anthrax LF inh2 -8, BoNT-F LC inh -8, VHR inh abs -15, MazF activator 1, 3CLpro inhibitor 8, PrPC TRFRET -5, Rv3671c inh 4, SSB-PriA inh -3 and BoNT A protease -0.2.
`Fc1cccc(NC(=S)NCc2ccc(Cl)cc2)c1` gave CCHF vOTU inh -3, Anthrax LF inh2 1, BoNT-F LC inh -1, VHR inh abs -8, MazF activator -4, 3CLpro inhibitor 0, PrPC TRFRET -5, Rv3671c inh -3, SSB-PriA inh -19 and BoNT A protease -0.3.
Screening CCOc1ccc(=O)n(-c2ccccc2)n1 returned CCHF vOTU inh -1, Anthrax LF inh2 -1, BoNT-F LC inh 4, VHR inh abs -5, MazF activator -2, 3CLpro inhibitor 4, PrPC TRFRET -4, Rv3671c inh 4, SSB-PriA inh -11 and BoNT A protease 0.6.
`O=C(COC(=O)c1ccc2c(c1)OCO2)Nc1ccccc1F` gave CCHF vOTU inh -9, Anthrax LF inh2 -10, BoNT-F LC inh -5, MazF activator 3, PrPC TRFRET -4, Rv3671c inh -1, SSB-PriA inh -12 and BoNT A protease -0.3.
Screening CN(CC(=O)Nc1ccc(F)cc1)C(=O)COC(=O)CNC(=O)c1sc2ccccc2c1Cl returned CCHF vOTU inh 1, Anthrax LF inh2 -3, BoNT-F LC inh inconclusive, MazF activator 70*, PrPC TRFRET 6, Rv3671c inh 10, SSB-PriA inh -8 and BoNT A protease -4.9.
`C=CCC1(CC=C)CCCN1C(=O)c1cc(COc2cncc(Cl)c2)on1` gave CCHF vOTU inh 11, Anthrax LF inh2 11, BoNT-F LC inh -6, VHR inh abs 11, 3CLpro inhibitor -1, PrPC TRFRET 20, Rv3671c inh 1 and BoNT A protease -0.8.
Screening Cc1cc2nnc(SCC(=O)N3C(C)CCCC3C)n2c(N)n1 (centres undefined) returned CCHF vOTU inh 1, Anthrax LF inh2 -7, BoNT-F LC inh -2, VHR inh abs 7, MazF activator 0, 3CLpro inhibitor 5, PrPC TRFRET -4, Rv3671c inh -2, SSB-PriA inh -10 and BoNT A protease inconclusive.
`O=C(NCCc1ccccc1)C(=O)NCC1OCCN1S(=O)(=O)c1ccccc1` (centres undefined) gave CCHF vOTU inh -7, Anthrax LF inh2 4, BoNT-F LC inh -3, VHR inh abs 24, MazF activator -5, 3CLpro inhibitor -7, PrPC TRFRET -1, Rv3671c inh -7, SSB-PriA inh 4 and BoNT A protease -0.3.
`CCOC(=O)C(Cc1ccc(O)cc1)NC(=O)c1cc2c(cn1)[nH]c1ccccc12` (centres undefined) gave CCHF vOTU inh -4, Anthrax LF inh2 -6, BoNT-F LC inh 2, PrPC TRFRET -5 and BoNT A protease -0.3.
For CN(C)C(=O)CNc1ccn2nc(-c3cccc(OCCN4CCOCC4)c3)cc2n1 the results were CCHF vOTU inh -14, Anthrax LF inh2 -4, BoNT-F LC inh -4, PrPC TRFRET -4 and BoNT A protease -0.3.

As a short view, part of the list above.
COc1ccc(NC(=O)Cn2c(=O)n(Cc3ccco3)c(=O)c3ccccc32)cc1 was read as CCHF vOTU inh -2, Anthrax LF inh2 -7, BoNT-F LC inh -10, VHR inh abs 30, MazF activator -3, 3CLpro inhibitor 1, PrPC TRFRET 0, Rv3671c inh -1, SSB-PriA inh 0 and BoNT A protease -0.7.
COc1cc(NC(=O)Cn2nc(C(F)(F)F)c3c2CCCC3)cc(OC)c1OC was read as CCHF vOTU inh -1, Anthrax LF inh2 -3, BoNT-F LC inh -2, VHR inh abs 23, MazF activator -3, 3CLpro inhibitor -2, PrPC TRFRET 15, Rv3671c inh 9, SSB-PriA inh -11 and BoNT A protease -0.1.

The list goes on:
`CN(C)S(=O)(=O)c1ccc(C(=O)N(c2ccccn2)c2ccccn2)cc1` gave CCHF vOTU inh 3, Anthrax LF inh2 0, BoNT-F LC inh 2, VHR inh abs -13, MazF activator 2, 3CLpro inhibitor 0, PrPC TRFRET 0, Rv3671c inh -1, SSB-PriA inh 0 and BoNT A protease 0.9.
Cc1onc(-c2ccccc2)c1C(=O)NC1CCCCC1C (centres undefined) was read as CCHF vOTU inh -2, Anthrax LF inh2 -3, BoNT-F LC inh -1, MazF activator 2, PrPC TRFRET 8 and BoNT A protease -0.5.
Screening CN1CCN(S(=O)(=O)c2ccc(N3CCN(C(=O)c4ccccc4)CC3)nc2)CC1 returned CCHF vOTU inh 3, Anthrax LF inh2 -1, BoNT-F LC inh -2, VHR inh abs 10, MazF activator 7, 3CLpro inhibitor 3, PrPC TRFRET 7, Rv3671c inh 1, SSB-PriA inh -7 and BoNT A protease -1.1.
Screening CCCN1CCN(CCCNC(=O)c2cc3c(=O)oc4ccc(C)cc4c3s2)CC1 returned CCHF vOTU inh -13, Anthrax LF inh2 1, BoNT-F LC inh -3, VHR inh abs 50*, MazF activator 21, 3CLpro inhibitor -8, PrPC TRFRET 6, Rv3671c inh 6, SSB-PriA inh -8 and BoNT A protease -1.5.
For O=C(NNS(=O)(=O)c1ccc(Br)cc1)c1csnn1 the results were CCHF vOTU inh -9, Anthrax LF inh2 -1, BoNT-F LC inh -1, VHR inh abs 32, MazF activator -1, 3CLpro inhibitor 4, PrPC TRFRET -6, SSB-PriA inh -15 and BoNT A protease -0.3.
CCCn1nc(Oc2nc(NCC)nc(NC(C)C)n2)ccc1=O was read as CCHF vOTU inh 12, Anthrax LF inh2 2, BoNT-F LC inh -7, VHR inh abs 31, MazF activator 4, 3CLpro inhibitor 0, PrPC TRFRET -8, Rv3671c inh -7, SSB-PriA inh -7 and BoNT A protease 0.0.
COc1cccc(C(=O)Nc2nnc(-c3ccc(F)cc3)o2)c1 was read as CCHF vOTU inh 5, Anthrax LF inh2 1, BoNT-F LC inh -17, VHR inh abs 14, MazF activator 0, PrPC TRFRET -4, Rv3671c inh -8, SSB-PriA inh 1 and BoNT A protease -1.4.
`CCN1CCN(c2cc(C)c3cc(NC(=O)c4ccc(C)c(C)c4)ccc3n2)CC1` gave CCHF vOTU inh 0, Anthrax LF inh2 -12, BoNT-F LC inh -12, MazF activator 59*, 3CLpro inhibitor -11, PrPC TRFRET -17, Rv3671c inh 0, SSB-PriA inh -1 and BoNT A protease -1.7.
Screening CCOc1ccc(NC(=S)NN2CCN(C)CC2)cc1 returned CCHF vOTU inh -2, Anthrax LF inh2 1, BoNT-F LC inh 2, VHR inh abs -8, MazF activator 1, 3CLpro inhibitor -4, PrPC TRFRET 10, Rv3671c inh 3, SSB-PriA inh -3 and BoNT A protease -1.0.
`O=C(COc1ccc(Cl)cc1)OCC(=O)N1CCCC1` gave CCHF vOTU inh -4, Anthrax LF inh2 0, BoNT-F LC inh 7, VHR inh abs 32, MazF activator 3, 3CLpro inhibitor 0, PrPC TRFRET -2, Rv3671c inh -2, SSB-PriA inh -3 and BoNT A protease -0.4.
Screening Cc1ccc(C(=O)N2CCn3c(C)ccc3C2C)cc1 (centres undefined) returned CCHF vOTU inh -22, Anthrax LF inh2 -6, BoNT-F LC inh -17, VHR inh abs -14, MazF activator -28, 3CLpro inhibitor 3, PrPC TRFRET 3, Rv3671c inh 1, SSB-PriA inh -3 and BoNT A protease 2.3.

These rows are one share of the data; rates above refer to the full screens.
